From PubChem BioAssay
INS promoter inh: TRM-6 insulin promoter activity inhibition; 130,000 compounds, 0.9% hits; inhibition, % at 2 µM; TRM-6 cells (human fetal islet line), insulin promoter-eGFP reporter, imaging; reporter expression induced with tamoxifen; AID 1273;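 active = inhibition above the mean plus 3 SD, with well images judged a real hit on visual review, cut at about 60% in these data, passing the limit was not always enough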
SDO1 yeast rescue: sdo1-depleted yeast growth rescue; 140,000 compounds, 0.21% hits; S. cerevisiae sdo1-depleted JHY4D growth rescue, OD600 30 h; stronger effect = higher value; pdr5 snq2 efflux-pump mutant strain; z-score at 10 µM; AID 817;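 active = z-score above 3 at both the 24 hr and the 30 hr optical density reads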;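 note: z-score against mean and SD of all compound wells on the same plate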
SDO1 yeast rescue Rescue 24 h: second read-out of SDO1 yeast rescue, no call of its own (marks repeat the call); z-score; S. cerevisiae sdo1-depleted JHY4D growth rescue, OD600; measured here: growth rescue at 24 h;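 0 is the plate mean of compound wells and units are plate SD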
The depositor's hits bear a star; · = not tested or not shown.

cpd	Structure	SDO1 yeast rescue Rescue 24 h	INS promoter inh	SDO1 yeast rescue
1	COc1ccc(-c2nc3ccccc3[nH]2)cc1	0.27	94*	-0.46
2	CC(C(=O)NCCCc1ccccc1)c1ccc([N+](=O)[O-])cc1 (stereo unspecified)	·	5	·
3	O=C(O)CC1NC(=O)N(c2ccccc2)C1=O (stereo unspecified)	0.99	-500	1.6
4	O=C(N/N=C/C=C/c1ccco1)C(O)c1ccccc1 (stereo unspecified)	·	-30	·
5	Cc1noc(/C=C/N(C)C)c1S(=O)(=O)N1CCC(C(=O)O)CC1	-0.78	-10	-0.47
6	CCC(C)NC(=O)CSc1nc2c(sc3ccccc32)c(=O)n1CCCN1CCOCC1 (stereo unspecified)	-0.6	15	-0.07
7	COc1ccc2c(C(=O)CN3CCN(c4ccccc4)CC3)c[nH]c2c1	-0.19	-94	-0.21
8	S=c1[nH]nc(C2CCCCC2)n1/N=C/c1ccncc1	·	53	·
9	O=C(NNC(=S)NC(=O)c1ccccc1[N+](=O)[O-])c1ccccc1Cl	-0.16	31	0.27
10	Cc1ccc(SC(C)C(=O)Nc2ccncc2)cc1 (stereo unspecified)	-0.91	-55	-1.9
11	COc1cc(/C=C/C(=O)CC(=O)/C=C/c2ccc(O)c(OC)c2)ccc1O	1.2	-50	-0.29
12	CN(Cc1ccccc1)C(=O)CCNC(=O)Cn1cnc2ccccc2c1=O	-0.96	·	-1
13	COc1cc(/C=N/NC2=NC(C)(C)Cc3ccccc32)cc(OC)c1OC	·	21	·
14	C=CCn1c(/N=C/c2ccc3c(c2)OCO3)nc2ccccc21	0.56	-43	0.35
15	C/C(=N\NC(=O)C1(C)CC1(Br)Br)c1cccc(NC(=O)C2CCC2)c1 (stereo unspecified)	-0.16	-19	-0.35
16	COc1ccc(C)cc1NC(=O)CN(c1ccc(F)cc1)S(C)(=O)=O	0.63	-17	1.6
17	O=C(CS(=O)(=O)Cc1ccccc1)NCc1ccc2c(c1)OCO2	0.29	19	0.3
18	O=S(=O)(Nc1ccc(-c2csc(-c3ccccc3)n2)cc1)c1ccccc1	-1.3	-53	-1.1
19	CC(C)Cc1cc(C(=O)O)c2ccccc2n1	·	-200	·
20	Cc1ccccc1OCCNC(=S)Nc1ccccc1	-0.87	·	-1.1
21	CCCSC1=NN2CCCC(=O)N=C2S1	·	8	·
22	COc1ccc(C2C(C#N)=C(N)Oc3n[nH]c(C)c32)cc1Cn1cc([N+](=O)[O-])cn1 (stereo unspecified)	0.71	14	1.2
23	COCCCNC(=O)c1ccc2nc3ccccc3c(=O)n2c1	-0.64	-100	-0.51
24	C=CCOc1ccc(/C(CC)=N/O)cc1OC	1.4	11	1.4
25	Cc1ccc(S(=O)(=O)N[C@@H](CC(C)C)C(=O)NCc2ccco2)cc1	-0.79	-78	-0.27
26	CCc1cc2c(=O)c(-c3nc4ccccc4n3C)c(C)oc2c(CN2CCN(C)CC2)c1O	-1.8	-29	-2.7
27	CSC(=NC1CCCCC1)NS(=O)(=O)c1ccccc1	0.01	18	-0.24
28	Fc1ccc(NC(=S)NC2CCCCC2)c(F)c1F	0.3	·	0.68
29	CCN(CC)S(=O)(=O)c1cccc(NC(=O)COC(=O)CCC(=O)c2ccc(F)cc2)c1	-0.45	-8	-0.48
30	CC(=O)/C=C(\C)NCCNc1c(F)c(F)c(CO)c(F)c1F	0.38	·	0.72
31	COc1ccc(-c2[nH]c(-c3ccc(C(=O)O)cc3)nc2-c2ccccc2)cc1	1.6	7	1.4
32	O=C(Nc1cccnc1)C1(c2ccccc2)CCCC1	-0.2	-9	0.11
33	Cc1cccc(NC(=O)CN2C(=O)N/C(=C/c3cc(C)n(-c4ccncc4)c3C)C2=O)c1	4.1	7	1.4
34	C=CCN1CCN(C(c2ccccc2)c2nnnn2CCC(C)C)CC1 (stereo unspecified)	1.4	-60	1.7
35	Cc1cc(/C=N/NC(=O)c2c(Br)cnn2C)c(C)n1-c1cccc(Br)c1	0.72	-31	-0.53
36	O=C(N/N=C/c1cccc([N+](=O)[O-])c1)c1cc2ccccc2o1	-0.91	·	-0.68
37	Cc1ccc(C)c(NC(=O)C2CC(Cl)=CCC2C(=O)O)c1 (stereo unspecified)	1.6	-295	1.2
38	O=C(CSc1nnc(CN2CCOCC2)n1-c1ccc(Cl)cc1)Nc1cc(Cl)ccc1O	0.06	-46	0.31
39	Cc1ccc2oc(C(=O)Nc3nnc(C)s3)c(C)c2c1	-0.59	57	-1.2
40	Cc1ccc(NC(=O)C2CC(=O)OC23CCOC(C)(C)C3)cc1 (stereo unspecified)	3	-24	1.9
41	CCCCn1c(NCc2ccccn2)nc2ccccc21	-0.68	-44	0.11
42	N#CC1=C2SCC(O)(c3ccccc3)N2C(=O)CC1c1cccs1 (stereo unspecified)	-0.18	·	-0.31
43	CC(=O)c1cnc2cc(-c3ccc(C)cc3)nn2c1C	-0.41	50	-0.66
44	O=C(Nc1ccc(Cl)c(Cl)c1)Nc1ccccc1C(=O)O	·	11	·
45	COc1ccc(C(=O)Nc2ncc3c(n2)CC(c2ccco2)CC3=O)cc1 (stereo unspecified)	-0.48	·	-0.83
46	COc1ccc(-c2ccc(S(=O)(=O)NCC3CCCO3)cc2)cc1 (stereo unspecified)	0.02	21	0.55
47	NC(=O)c1ccccc1NC(=O)/C=C/c1ccccc1	0.67	·	0.83
48	CC(C)(C)NC(=O)Nc1ccc(Cn2cc(C(F)(F)F)ccc2=O)cc1	·	41	·
49	COC(=O)c1ccc(CSc2nnc(Nc3ccccc3OC)s2)o1	-0.04	-9	-0.45
50	COc1ccc(N(C)C(=S)Nc2ccc3nc(C)c(C)nc3c2)cc1	-1.2	·	-0.09

Following part
cpd	Structure	SDO1 yeast rescue Rescue 24 h	INS promoter inh	SDO1 yeast rescue
51	O=C(Cc1ccccc1F)OCC(=O)N1CCN(C(=O)c2ccco2)CC1	·	0	·
52	COc1cc(C(=O)OCC(=O)Nc2ccc(SC(F)F)cc2)cc(OC)c1OC	-0.71	-125	-1.4
53	CCc1cc(C(c2ccc(OC)c(OC)c2)N2CCOCC2)c(NC(=O)c2ccccc2)s1 (stereo unspecified)	0.38	·	0.5
54	COc1ccc(/C=N/n2cnc3c([nH]c4ccc(Br)cc43)c2=O)cc1CN1CCOCC1	4.4	-11	2.7
55	CCCCN1C(=O)NC(NC(=O)C2CC2)(C(F)(F)F)C1=O (stereo unspecified)	·	-43	·
56	CC(C)Sc1nnc(CNC(=O)C23CC4CC(CC(C4)C2)C3)n1C1CCCCC1	0.48	·	0.79
57	COc1ccc(CNC(=O)COC(=O)Cc2ccsc2)cc1	·	7	·
58	COc1ccc(N2CCN(C(=O)CN(c3cccc(Br)c3)S(C)(=O)=O)CC2)cc1	-0.93	·	-0.28
59	CCCc1cc(C(F)(F)F)c(C#N)c(=O)[nH]1	0.14	68*	0.46
60	CCCc1ccc(S(=O)(=O)NCCc2ccncc2)cc1	-1.4	30	-0.61

Single entries from above:
Reading of COc1ccc(/C=N/n2cnc3c([nH]c4ccc(Br)cc43)c2=O)cc1CN1CCOCC1 under SDO1 yeast rescue Rescue 24 h: 4.4
Reading of CCCc1ccc(S(=O)(=O)NCCc2ccncc2)cc1 under INS promoter inh: 30

(next part)
cpd	Structure	SDO1 yeast rescue Rescue 24 h	INS promoter inh	SDO1 yeast rescue
61	Cc1ccc(S(=O)(=O)Nc2ccc3c(c2)CCC3)cc1C	0.58	·	-0.65
62	COc1ccc(/C=N/NC(=O)c2cccc(OC(F)(F)C(F)F)c2)cc1O	-0.05	-29	0.08
63	CC12CCC(C(N)=O)(C1Br)C2(C)C (stereo unspecified)	0.11	28	0.55
64	CCC(=O)Nc1ccc(N2CCN(C(=O)c3cccs3)CC2)cc1	·	-44	·
65	CCCCCOC(=O)c1ccccc1C(=O)O	1.1	·	1.2
66	CCCCN(CC)Cc1ccc(CNC(=O)Nc2ccc(OC)cc2OC)o1	1.9	·	1.2
67	O=C(COC(=O)Cn1cnc2ccccc2c1=O)Nc1cc(Cl)ccc1[N+](=O)[O-]	-1.1	-13	-0.45
68	CC(C)c1ccc(/C=C/C(=O)NCCC2=CCCCC2)cc1	0.55	27	-0.17
69	CCCN(CCO)Cc1ccc2ccccc2c1	-0.34	-7	0.54
70	COc1ccc(N2CSC3=C(C#N)C(c4cccs4)CC(=O)N3C2)cc1 (stereo unspecified)	-0.14	-9	-0.48
71	CCN(CC)S(=O)(=O)c1ccc(Cl)c(C(=O)NCC2CCCO2)c1 (stereo unspecified)	-0.36	-40	-0.54
72	CCCCc1nnc(NC(=O)C(C)Sc2nc(N)cc(=O)[nH]2)s1 (stereo unspecified)	-0.24	-12	-0.22
73	CCn1c(=N)n(CC(=O)c2cccc(OC)c2)c2ccccc21	-0.07	·	0.23
74	CCn1c(=O)cc(OCC(=O)N2CCN(c3cccc(C(F)(F)F)c3)CC2)c2ccccc21	-0.44	·	-0.92
75	Cc1ccc2[nH]c(O)c(N=NC(=O)C(C)n3cnc4ccccc4c3=O)c2c1 (stereo unspecified)	-0.08	3	0.25
76	CCOC(=O)CCc1c(C)c(C#N)c2[nH]c3ccccc3n2c1=O	-0.33	48	-0.19
77	Cc1ccccc1C(=O)NNC1CC(=O)N(c2ccc3c(c2)OCCO3)C1=O (stereo unspecified)	-0.16	-25	0.42
78	Nc1cc(=O)nc(SCC(=O)Nc2ccccc2)n1-c1ccccc1	0.33	33	1
79	CCCn1c(-c2cc(OC)c(OC)c(OC)c2)nc2nc3ccccc3nc21	-0.42	6	-0.47
80	C=CCNC(=O)C1CC(=O)N(c2ccc(C)cc2)C1 (stereo unspecified)	0.98	·	1.7
81	COc1ccc(COC(=O)NNC(=O)c2ccc(OC)cc2)cc1	-0.26	52	0.01
82	COC(=O)c1c(NC(=O)CN2CCC3(O)CCCCC3C2c2ccccc2OC)sc(C)c1C (stereo unspecified)	-0.6	·	-0.29
83	COc1ccccc1N=C(C)C1=C(O)CC(c2ccccc2)CC1=O (stereo unspecified)	·	-163	·
84	O=C(COc1ccc(-c2nnc(N3CCCCC3)c3ccccc23)cc1)N1CCCCC1	-0.9	20	-0.74
85	CC(C)(C)Sc1nc(O)cc(=O)[nH]1	0.88	-10	0.97
86	NC(N)=NS(=O)(=O)c1ccc(N)cc1	-1.1	19	-1.1
87	COc1cccc(NC(=O)COC(=O)c2cc(S(=O)(=O)N3CCOCC3)ccc2C)c1	0.7	-3	0.62
88	O=C(c1cc2c(s1)CCCC2)N1CCN(Cc2ccc3c(c2)OCO3)CC1	-0.48	-73	-1
89	COc1ccccc1OCc1ccc(C(=O)NCC(C)C)o1	·	-33	·
90	O=C(O)CCCC(=O)NNC(=O)c1cccc(Br)c1	·	-35	·

Structures above that have a thiophene ring, fused or not (eight):
cpd	Structure	SDO1 yeast rescue Rescue 24 h	INS promoter inh	SDO1 yeast rescue
6	CCC(C)NC(=O)CSc1nc2c(sc3ccccc32)c(=O)n1CCCN1CCOCC1 (stereo unspecified)	-0.6	15	-0.07
42	N#CC1=C2SCC(O)(c3ccccc3)N2C(=O)CC1c1cccs1 (stereo unspecified)	-0.18	·	-0.31
53	CCc1cc(C(c2ccc(OC)c(OC)c2)N2CCOCC2)c(NC(=O)c2ccccc2)s1 (stereo unspecified)	0.38	·	0.5
57	COc1ccc(CNC(=O)COC(=O)Cc2ccsc2)cc1	·	7	·
64	CCC(=O)Nc1ccc(N2CCN(C(=O)c3cccs3)CC2)cc1	·	-44	·
70	COc1ccc(N2CSC3=C(C#N)C(c4cccs4)CC(=O)N3C2)cc1 (stereo unspecified)	-0.14	-9	-0.48
82	COC(=O)c1c(NC(=O)CN2CCC3(O)CCCCC3C2c2ccccc2OC)sc(C)c1C (stereo unspecified)	-0.6	·	-0.29
88	O=C(c1cc2c(s1)CCCC2)N1CCN(Cc2ccc3c(c2)OCO3)CC1	-0.48	-73	-1

Carrying on.
cpd	Structure	SDO1 yeast rescue Rescue 24 h	INS promoter inh	SDO1 yeast rescue
91	Cc1cccc(-c2nnc3n2N=C(c2ccccc2Br)CS3)c1	-0.62	·	-1.9
92	CCCC(=O)Nc1nc2ccc(S(=O)(=O)N3CCCCC3)cc2s1	-0.8	·	-1.1
93	Cc1cc(NC(=O)c2ccc(Cl)cc2)c(C)cc1O	·	-47	·
94	CCCS(=O)(=O)N1CCC(C(=O)NCc2ccco2)CC1	-0.09	·	-0.07
95	CCCCCNC(=O)CCn1c(=O)oc2ccccc21	4.3	-1	3
96	CCOC(=O)c1ccc(S(=O)(=O)Nc2ccccc2-c2nnn(CC)n2)cc1	-0.54	·	-1
97	CC(C)n1nnnc1SCC(=O)N1CCN(C(=O)c2ccco2)CC1	2.3	68	1.8
98	Cc1cc(NC(=O)/C(C#N)=C/c2ccc(-c3cccc(C(F)(F)F)c3)o2)n(-c2ccccc2)n1	-0.46	·	-1.2
99	C[C@]1(C(=O)NCCN2CCOCC2)C=C[C@@H](Cc2ccccc2)N1C(=O)c1ccccc1	-0.16	14	0.04
100	COC(=O)c1cc(C(=O)Nc2nnc(CC(C)C)s2)cc([N+](=O)[O-])c1	-0.65	16	-0.42
101	COc1cc(C(=O)N2CCN(C(=O)COc3ccc4ccccc4c3)CC2)cc(OC)c1OC	0.8	-10	1.1
102	CCCC(NS(=O)(=O)c1ccc(C)cc1)C(=O)O (stereo unspecified)	0.81	-4	1
